KCNQ2 block: KCNQ2 potassium channel inhibitors, primary screen, cell-based, CHO-K1, FluxOR thallium flux, B-score (AID 2156); Potassium voltage-gated channel subfamily KQT member 2 (Rattus norvegicus), O88943; 20 min; hits give low values; B-score at 10 µM; hit rate 1.1% among 310,000;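 active = fluorescence ratio B-score at most minus 3 library SDs, with starting brightness B-score within 2 library SDs, cut at about -5.5 in these data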
OX1R antag: antagonists of human orexin 1 receptor (OX1R); OX1R-expressing cells, FRET antagonist read-out; inhibition, % at 6.6 µM; AID 485270, 2010; Orexin/Hypocretin receptor type 1 (Homo sapiens), O43613; hit rate 1.8% among 330,000; in the data active = inhibition mostly above about 38%, no sharp cut-off; inactive = mostly below about 40%;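 also: 0% = agonist challenge alone and 100% = reference antagonist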
Target sequence (O43613 whole entry, looked up): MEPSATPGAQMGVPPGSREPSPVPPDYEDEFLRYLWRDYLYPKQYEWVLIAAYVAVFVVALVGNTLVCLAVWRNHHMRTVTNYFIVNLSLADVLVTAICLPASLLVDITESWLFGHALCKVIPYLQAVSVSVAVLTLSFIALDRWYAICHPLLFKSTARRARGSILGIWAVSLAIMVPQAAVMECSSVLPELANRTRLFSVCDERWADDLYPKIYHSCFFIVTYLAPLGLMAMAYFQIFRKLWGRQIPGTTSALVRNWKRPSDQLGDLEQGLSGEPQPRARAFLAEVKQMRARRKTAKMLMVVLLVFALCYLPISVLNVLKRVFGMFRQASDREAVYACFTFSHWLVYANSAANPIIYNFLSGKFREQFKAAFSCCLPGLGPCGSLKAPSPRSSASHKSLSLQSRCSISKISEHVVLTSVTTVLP
STK33 inh: inhibitors of purified STK33 kinase, primary screen, biochemical, ADP-Glo luminescence, homogeneous, cell-free. Serine/threonine-protein kinase 33 (Homo sapiens), Q9BYT3. hit rate 0.073% among 320,000. AID 2661, 2010. MBP phosphorylation. inhibition, % at 10 µM;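 active = inhibition at or above 25%, using the most active replicate where run in duplicate; inactive = inhibition below 25%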
Target sequence (Q9BYT3 whole entry, looked up): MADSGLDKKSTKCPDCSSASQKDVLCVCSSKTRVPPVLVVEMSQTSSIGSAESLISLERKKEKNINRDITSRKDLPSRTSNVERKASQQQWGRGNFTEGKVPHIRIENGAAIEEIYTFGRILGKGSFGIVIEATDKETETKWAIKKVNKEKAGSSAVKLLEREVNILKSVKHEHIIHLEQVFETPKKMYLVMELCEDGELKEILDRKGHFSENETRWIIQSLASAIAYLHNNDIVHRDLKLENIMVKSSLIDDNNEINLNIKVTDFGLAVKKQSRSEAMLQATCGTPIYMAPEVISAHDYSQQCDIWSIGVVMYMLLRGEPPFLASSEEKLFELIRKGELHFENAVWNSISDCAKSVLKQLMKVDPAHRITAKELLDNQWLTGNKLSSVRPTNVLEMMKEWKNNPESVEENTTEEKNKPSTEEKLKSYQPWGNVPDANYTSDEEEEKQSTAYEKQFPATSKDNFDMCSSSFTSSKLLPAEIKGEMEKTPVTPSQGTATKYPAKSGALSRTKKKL
* hit, by the source's call; i = inactive; / = not tested or not shown.

KCNQ2 block	OX1R antag	STK33 inh	Compound
i	7	-0.7	COc1ccccc1/C=C/C(=O)NC(=S)N(C)C1CCCCC1
i	11	-0.6	CCn1c(CCCc2ccc(OC)c(C)c2)n[nH]c1=S
i	27	-0.9	COc1cccc(C(C(=O)NC2CCCC2)N(Cc2cccnc2)C(=O)Cc2cccs2)c1 (stereo not given)
i	27	0.1	O=C(CCn1cnc2ccccc21)N/N=C/c1ccc(O)cc1
i	21	-5.2	COc1ccc(Cl)cc1NC(=O)CN1CCCC1
i	74*	-1.8	CCc1ccc2[nH]c3nc(N/N=C/c4ccc(O)cc4O)nnc3c2c1
i	15	-1.3	CCOC(=O)C(C(=O)OCC)=C1OC(=O)c2ccccc21
i	5	0.6	O=C1CCC(C(=O)N2CCCC(C(=O)c3ccc4c5c(cccc35)CC4)C2)=NN1 (stereo not given)
i	25	/	N#Cc1c(N)nc(SCC(=O)OCc2ccccc2)c(C#N)c1-c1ccco1
i	2	-0.6	CCOC(=O)CC1=NS(=O)(=O)c2ccccc2N1
i	2	-2.9	Cc1ccc(SCCN2CCC(O)CCC2=O)cc1 (stereo not given)
i	6	1.4	CC(Nc1ncnc2ccccc12)c1ccccc1 (stereo not given)
i	14	0.0	Cc1ccc(N2CC(c3nc4ccccc4n3C)CC2=O)cc1 (stereo not given)
i	11	-0.3	C/C(=C1\SC(N2CCOCC2)=NC1=O)c1ccccc1
i	0	0.2	COc1cc(CC(=O)Nc2ccccc2N2CCCCC2)cc(OC)c1OC
i	6	-2.6	Cn1cccc1/C=N/NC(=O)c1cc(-c2cccs2)nc2ccccc12
i	23	0.1	CNC(=O)c1cc2c(-c3ccccc3)nn(C)c2s1
i	23	-0.5	COc1ccc(C(C[N+](=O)[O-])n2nc(C)cc2C)cc1 (stereo not given)
i	17	-0.2	CCOC(=O)N1CCN(C(=O)/C=C/c2ccc(C(C)(C)C)cc2)CC1
i	32	0.2	Cc1ccccc1NC(=S)NC(NC(=O)COc1ccccc1)C(Cl)(Cl)Cl (stereo not given)
i	9	0.7	Cc1ccc(S(=O)(=O)c2c(COC(=O)c3cccc(Cl)c3)c(-c3ccccc3)nn2C)cc1
i	-4	-1.6	O=C(c1cc2c(s1)CCCCC2)N1CCN(c2ncccn2)CC1
/	2	-1.1	COc1ccc(NC(=O)COC(=O)CC2CCCCC2)cc1
i	8	3.5	CCOc1cc(/C=C(\C#N)c2nc3ccccc3[nH]2)ccc1OC(C)C(=O)O (stereo not given)
/	-7	-1.0	CCCCN1CC(=O)N2[C@H]3c4ccc(OC)cc4OC[C@@H]3[C@H](C(=O)OCC)[C@]2(C)C1=O
i	6	0.1	CCn1cc(C(=O)N2CCN(c3ccc(OC)cc3)CC2)c(=O)c2cc(S(=O)(=O)N3CCOCC3)ccc21
i	23	-1.4	COc1ccccc1NC(=O)C(C)OC(=O)CCSc1ccc(F)cc1 (stereo not given)
i	17	0.7	CCOC(=O)c1nc(Nc2ccc(N3CCOCC3)cc2)c2ccccc2n1
i	4	-2.4	CCN1C(=O)[C@H]2[C@@H](c3ccc(Cl)cc3)N3C(=O)CN(Cc4ccccc4)C(=O)[C@@]3(C)[C@H]2C1=O
i	-5	-1.0	CCCn1nc(NC(=O)C(C)C)c2cc3cc(OC)ccc3nc21
i	11	-0.9	CCOc1cc(C2NN=C(c3ccccc3)S2)ccc1OCc1ccc(F)cc1 (stereo not given)
i	27	-0.2	CCCCN(C)CCNC(=O)C1CCCN(S(=O)(=O)c2cccc3nsnc23)C1 (stereo not given)
i	21	-1.3	CCn1c2ccccc2c2cc(/C=N/NC(=O)c3ccccc3C)ccc21
i	40	0.3	COc1ccccc1Nc1nc(C)c(C(=O)Nc2ccccc2)s1
i	5	-1.3	NC(=O)c1ccc(NC(=O)COC(=O)c2ccc([N+](=O)[O-])cc2)cc1
i	17	0.4	NC(=O)C1CCN(C(=O)C(=O)c2cn(CC(=O)N3CCCC3)c3ccccc23)CC1
i	23	0.0	O=C(Nc1cc2c3c(c1)CC(=O)N3CCC2)c1cccc(F)c1
i	37	-1.3	Fc1nc(F)c(F)c(NCCCNc2c(F)c(F)nc(F)c2F)c1F
i	-1	-0.1	O=c1[nH]c(C2CCN(S(=O)(=O)c3ccc4c(c3)OCCO4)CC2)nc2c1nnn2Cc1c(F)cccc1Cl
i	11	-0.3	CCOC(=O)C1CCCN(CCC(=O)Nc2cc(OC)ccc2OC)C1 (stereo not given)
i	11	0.1	O=C(CSc1nnc(-c2ccncc2)n1Cc1ccccc1)Nc1nccs1
i	9	-0.2	COc1ccc(C(=O)COC(=O)CCn2nnc(-c3cccs3)n2)cc1
i	7	-0.5	Cc1cc(C(=O)Nc2ccccn2)no1
i	3	-1.0	CC1CCN(C(=S)c2ccc(N(C)C)cc2)CC1
i	18	-2.4	O=C(NCc1ccc(F)cc1)C(=O)NCC1CCCN1S(=O)(=O)c1ccccc1 (stereo not given)
i	14	-1.3	CCn1ncc(C2=NOC(C(=O)N3CCN(c4ccccc4)CC3)C2)c1C (stereo not given)
i	20	-0.6	COc1ccccc1C1/C(=C(/O)c2ccc(Cl)cc2)C(=O)C(=O)N1CCN1CCOCC1 (stereo not given)
i	13	1.0	Cc1ccc(O)c(CCc2ccc(O)cc2)n1
/	6	-0.7	CC(=O)c1ccc(NC(=O)COC(=O)CC2CC3CCC2C3)cc1 (stereo not given)
i	18	-1.5	Cc1ccc(S(=O)(=O)N2CCN(C(=O)CCn3nc(C)c(C)c3C)CC2)cc1
/	65*	1.1	O=C(Nc1ccccc1)c1nc[nH]c1C(=O)NCCNC(=O)c1[nH]cnc1C(=O)Nc1ccccc1
/	10	-1.4	O=C(CSc1nnc(COc2ccccc2Cl)o1)Nc1ccccc1
i	15	-1.5	Nc1nc(C(F)(F)F)cc(=O)[nH]1
i	9	-0.4	Cc1c(NC(=O)c2cc(-c3ccc4c(c3)OCO4)on2)c(=O)n(-c2ccccc2)n1C
i	3	-0.7	CN(C)S(=O)(=O)c1ccc(Cl)c(C(=O)NC2CCN(Cc3ccccc3)C2)c1 (stereo not given)
i	13	-0.5	NC(=O)c1c(NC(=O)CCCn2cnc([N+](=O)[O-])n2)sc2c1CCCC2
/	18	-1.6	O=C(N/N=C/c1cc(Cl)ccc1O)c1ccc(Br)cc1
i	4	-0.8	COc1ccc(CCOC(=O)c2cccc(NC(C)=O)c2)cc1
i	8	-1.1	C=CCn1c(SCC(=O)NC2CC2)nnc1-c1cccs1
i	-4	-1.5	O=[N+]([O-])c1ccc(N2CCN(c3ccccc3)CC2)cc1

A second format for part of the listing above:
SMILES,KCNQ2 block,OX1R antag,STK33 inh
CC(=O)c1ccc(NC(=O)COC(=O)CC2CC3CCC2C3)cc1 (stereo not given),/,6,-0.7
COc1ccc(C(=O)COC(=O)CCn2nnc(-c3cccs3)n2)cc1,i,9,-0.2

Copied from above, 15 compounds:
KCNQ2 block	OX1R antag	STK33 inh	Compound
i	11	0.1	O=C(CSc1nnc(-c2ccncc2)n1Cc1ccccc1)Nc1nccs1
i	9	-0.2	COc1ccc(C(=O)COC(=O)CCn2nnc(-c3cccs3)n2)cc1
i	7	-0.5	Cc1cc(C(=O)Nc2ccccn2)no1
i	3	-1.0	CC1CCN(C(=S)c2ccc(N(C)C)cc2)CC1
i	18	-2.4	O=C(NCc1ccc(F)cc1)C(=O)NCC1CCCN1S(=O)(=O)c1ccccc1 (stereo not given)
i	14	-1.3	CCn1ncc(C2=NOC(C(=O)N3CCN(c4ccccc4)CC3)C2)c1C (stereo not given)
i	20	-0.6	COc1ccccc1C1/C(=C(/O)c2ccc(Cl)cc2)C(=O)C(=O)N1CCN1CCOCC1 (stereo not given)
i	13	1.0	Cc1ccc(O)c(CCc2ccc(O)cc2)n1
/	6	-0.7	CC(=O)c1ccc(NC(=O)COC(=O)CC2CC3CCC2C3)cc1 (stereo not given)
i	18	-1.5	Cc1ccc(S(=O)(=O)N2CCN(C(=O)CCn3nc(C)c(C)c3C)CC2)cc1
/	65*	1.1	O=C(Nc1ccccc1)c1nc[nH]c1C(=O)NCCNC(=O)c1[nH]cnc1C(=O)Nc1ccccc1
/	10	-1.4	O=C(CSc1nnc(COc2ccccc2Cl)o1)Nc1ccccc1
i	15	-1.5	Nc1nc(C(F)(F)F)cc(=O)[nH]1
i	9	-0.4	Cc1c(NC(=O)c2cc(-c3ccc4c(c3)OCO4)on2)c(=O)n(-c2ccccc2)n1C
i	3	-0.7	CN(C)S(=O)(=O)c1ccc(Cl)c(C(=O)NC2CCN(Cc3ccccc3)C2)c1 (stereo not given)

The listing continues:
KCNQ2 block	OX1R antag	STK33 inh	Compound
i	10	-0.4	COc1ccc(N2CCN(C(=O)CN(C)S(=O)(=O)c3ccc4c(c3)c(=O)n(C)c(=O)n4C)CC2)cc1
i	26	-1.9	COc1ccc(CNC(=O)CCSCc2ccccc2C)cc1
i	16	-2.4	Cc1ccc(-c2nn(-c3ccccc3)cc2C2CC(c3cccs3)=NN2C(=O)CCCC(=O)O)cc1 (stereo not given)
i	32	-0.3	COc1ccc(Nc2cc(C)c3ccccc3n2)cc1
i	23	0.2	CC(C)CCn1c(O)c(N=Nc2ccccn2)c2ccccc21
i	32	-2.2	C/C(=N\NC(=O)OC(C)(C)C)c1ccccc1Br
i	11	-1.1	COCC(=O)N(C)C1(c2nnnn2CCOC(=O)Nc2cccc3ccccc23)CCCC1
i	9	-0.2	CCSc1nnc(NC(=O)C2(C)Cc3ccccc3C(=O)O2)s1 (stereo not given)
i	18	0.1	Cc1ccc(N/N=C(\C#N)C(N)=S)c(C)c1
/	2	0.0	Cc1ccc(OCCC(=O)OCC(=O)NC2CCCC(C)C2C)cc1 (stereo not given)
i	18	-1.7	Cc1ccc2cc(S(=O)(=O)NCCCC(=O)O)ccc2c1
i	11	0.9	O=C(COC(=O)C12CC3CC(CC(O)(C3)C1)C2)NC12CC3CC(CC(C3)C1)C2
i	19	3.5	CCOC(=O)c1sc2nc(CSc3nc4ccccc4n3CC)[nH]c(=O)c2c1C
i	9	-1.0	COc1ccc(S(=O)(=O)NCC(c2ccco2)N2CCOCC2)cc1 (stereo not given)
i	25	-0.9	CCOC(=O)C1=C(COC(=O)CNS(=O)(=O)c2ccc(C)cc2)NC(=O)NC1C (stereo not given)
i	5	-1.0	CC(C)NC(=O)Cn1c(SCC(=O)N2CCCCCC2)nc2ccccc21
i	10	0.0	COc1ccc(NC(=O)CN(C)C(=O)c2cccc(S(=O)(=O)N3CCN(C)CC3)c2)cc1
i	10	-4.6	CC(C)Cc1nc2n[nH]c(N)c2c2c1COC(C)(C)C2
i	/	1.6	COc1ccc(-c2cc(C(=O)N/N=C/c3cccnc3)c3ccccc3n2)cc1
i	3	-2.3	CC(=O)Nc1nnc(-c2c(-c3c(Cl)cccc3Cl)noc2C)o1
i	5	0.5	COc1ccc(CCNC2CC(=O)N(CCc3ccc(OC)c(OC)c3)C2=O)cc1 (stereo not given)
i	6	0.3	COc1cccc(C2Nc3ccc4ccccc4c3C3=C2C(=O)CCC3)c1O (stereo not given)
/	24	1.7	Cc1cc(C)cc(C(=O)NCC(=O)N(C)CCOc2ccccc2)c1
i	25	0.3	O=C(CCSCc1ccccc1Cl)NC1CCCCC1
i	5	-2.0	Cc1cc(C)nc(OC(C(=O)O)C(OCCc2ccccc2)(c2ccc(F)cc2)c2ccc(F)cc2)n1 (stereo not given)
i	45	-4.4	COC(CNS(=O)(=O)c1cccc2nonc12)OC
i	15	-0.5	CCCCN(CCCNC(=O)C1CCN(C(=O)c2cc3sccc3n2C)CC1)Cc1ccccc1
i	23	-0.5	O=[N+]([O-])c1ccc(Cl)c2cccnc12
i	9	1.0	Cc1cccc(NS(=O)(=O)c2cccc3cccnc23)n1
i	-3	-0.6	COc1ccccc1Cn1c(=S)[nH]c2cc(C(=O)NCCN(C)C)ccc2c1=O
/	6	-1.5	CN(CC(=O)Nc1ccccc1Cl)C(=O)CN1C(=O)C2CC=CCC2C1=O (stereo not given)
i	8	6.2	CCOc1ccccc1-c1nn2c(Cc3ccccc3)nnc2s1
i	9	-0.7	COc1cc2c(cc1OC)C(C(=O)Nc1ccccn1)C(c1cccnc1)N(C)C2=O (stereo not given)
i	/	0.7	O=C(Nc1cc(Cl)ccc1N1CCOCC1)c1ccco1
i	24	1.1	CCOC(=O)C(=O)Nc1ccc(Oc2ccccc2)cc1
i	18	-2.1	O=C(Nc1ccc(Br)cc1Cl)NC1CC1
i	10	-1.0	COc1cccc(C(N)=O)c1
i	14	-0.8	CCc1cccc(OCC(=O)Nc2ccc(S(=O)(=O)Nc3ccccn3)cc2)c1
i	14	-0.4	O=C(CCc1ccccc1)Nc1ccncc1
i	6	-1.4	Clc1ccc(CCNc2ncnc3c2nnn3Cc2ccccc2)cc1
i	99*	-0.8	O=C(c1ccc([N+](=O)[O-])s1)N1CCN(c2ccc(C(F)(F)F)cn2)CC1
i	18	-1.7	Cc1[nH]n(-c2nc(-c3ccc(Cl)cc3)cs2)c(=O)c1N=Nc1ccc(O)cc1
i	33	-2.1	O=C(OCCN1CCN(c2ncc(C(F)(F)F)cc2Cl)CC1)c1ccc(Cl)cc1
i	35	-1.0	CN1C[C@@H]2C(c3ccc(Cl)nc3)C3(c4ccc(C#N)cc4)CC2(C3)[C@H]1c1ccccc1 (stereo not given in full)
i	25	-0.4	O=C(/C=C/c1ccccc1)NCCS(=O)(=O)N1CCN(c2ccccc2F)CC1
i	5	-0.1	CCc1ccc(S(=O)(=O)NCc2cccnc2)cc1
i	7	-0.8	CCOC(=O)c1nonc1NC(C)=O
i	-1	-1.2	Cc1cc(SCC(=O)OCC(=O)NCc2ccc3c(c2)OCO3)c(C)cc1Br
i	17	-1.8	COc1ccc(OC)c(CN2CCN(C(=O)c3cccc4ccccc34)CC2)c1
/	11	-1.2	NC(=O)c1ccc(NC(=O)COC(=O)CC2CC3CCC2C3)cc1 (stereo not given)

Source: PubChem
